# Screens deposited in PubChem by several laboratories.
# JNK3 inh: inhibitors of human JNK3 kinase; AID 746; purified JNK3 kinase activity, HTS; inhibition, % at 8 µM; P53779; 60,000 tested, 0.61% active; in the data active means inhibition above about 17%;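 further: 0% = DMSO and 100% = reference inhibitor; many of its hits are not listed in these tables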
# Target sequence (P53779 whole entry, looked up): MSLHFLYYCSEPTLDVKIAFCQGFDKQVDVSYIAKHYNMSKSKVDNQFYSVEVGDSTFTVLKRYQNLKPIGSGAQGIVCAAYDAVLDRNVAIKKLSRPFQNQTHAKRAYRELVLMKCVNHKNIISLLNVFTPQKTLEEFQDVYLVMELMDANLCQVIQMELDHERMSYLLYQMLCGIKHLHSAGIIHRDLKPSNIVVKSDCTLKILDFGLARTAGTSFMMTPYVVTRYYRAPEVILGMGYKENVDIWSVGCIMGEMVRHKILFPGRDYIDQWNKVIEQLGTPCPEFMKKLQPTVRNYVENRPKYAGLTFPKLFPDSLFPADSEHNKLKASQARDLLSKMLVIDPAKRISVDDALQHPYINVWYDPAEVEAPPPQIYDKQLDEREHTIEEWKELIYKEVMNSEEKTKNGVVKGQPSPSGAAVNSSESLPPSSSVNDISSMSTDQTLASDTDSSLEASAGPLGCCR
# TNAP act mid DEA: activates human TNAP at intermediate phosphate acceptor concentration | P05186 | activation factor at 20 µM | 64,000 tested, under 10 active | purified TNAP, CDP-star luminescence, 100 mM DEA, 30 min; hits give high values; scale: 0 levamisole-inhibited, 1 vehicle-only enzyme | AID 813;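 active means activation factor of at least 2 at 20 µM, relative to controls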
# PKA kinase inh: blocks human protein kinase A activity | 65,000 tested, 0.1% active | P17612 | inhibition, % at 6 µM | PKA Kemptide phosphorylation, Kinase-Glo ATP luminescence;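 active means inhibition above the screen-wide mean inhibition plus 3 SD, cut at about 21% in these data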; further: many of its hits are not listed in these tables
# HEK293 NFkB inh: lowers PMA/ionomycin-induced NF-kB signal in HEK293 cells. inhibition, % at 3 µM. AID 465. 62,000 tested, 0.21% active. HEK-293 NF-kB luciferase reporter, luminescence;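 active means inhibition above the mean of all tested compounds plus 3 SD, cut at about 40% in these data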;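 further: 0% = stimulated DMSO wells and 100% = 10 µM reference inhibitor 5653914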
#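 System: NF-kB luciferase reporter HEK-293 cells | Replication: Single test | Control set: DMSO vs reference inhibitor | Evaluation: % inhibition | Schedule: 1 h pretreatment, 16 h stimulation, 37 °C | Probe or stimulus: PMA with ionomycin | Compound dosing: One dose, 3 µM | Detection: Luciferase luminescence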
# Cdc25B block: human M-phase inducer phosphatase 2 inhibition; P30305; recombinant Cdc25B, OMFP fluorescence Ex485/Em525; inhibition, %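 (compounds tested at 10 µM final in the well)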; 65,000 tested, 0.1% active; AID 368; in the data active means inhibition above about 50%
# Target sequence (P30305 whole entry, looked up): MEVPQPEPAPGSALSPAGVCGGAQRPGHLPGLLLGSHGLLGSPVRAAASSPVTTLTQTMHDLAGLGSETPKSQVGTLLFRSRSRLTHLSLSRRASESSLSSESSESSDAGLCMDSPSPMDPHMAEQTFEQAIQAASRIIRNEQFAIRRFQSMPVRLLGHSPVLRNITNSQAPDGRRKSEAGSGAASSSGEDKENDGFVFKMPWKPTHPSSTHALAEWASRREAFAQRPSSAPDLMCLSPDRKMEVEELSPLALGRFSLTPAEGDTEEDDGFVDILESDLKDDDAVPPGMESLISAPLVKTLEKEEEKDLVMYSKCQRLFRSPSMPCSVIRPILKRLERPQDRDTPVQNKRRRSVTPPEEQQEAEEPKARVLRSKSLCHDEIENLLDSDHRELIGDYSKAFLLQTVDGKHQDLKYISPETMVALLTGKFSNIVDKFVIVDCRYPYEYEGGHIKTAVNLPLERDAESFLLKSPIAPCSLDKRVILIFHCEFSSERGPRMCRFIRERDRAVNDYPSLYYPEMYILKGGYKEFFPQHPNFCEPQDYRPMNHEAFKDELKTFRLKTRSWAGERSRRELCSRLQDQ
# Jurkat tox 60K: cytotoxic compounds reducing Jurkat cell viability; Jurkat E6.1 viability, ATP luminescence, 48 h; inhibition, % at 4 µM; AID 463; 56,000 tested, 1.2% active;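 active means inhibition above the mean inhibition of all tested compounds plus 3 SD, cut at about 28% in these data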
# ROCK2 inh: ROCK2 (human) kinase inhibition; inhibition, % at 6 µM; O75116; 60,000 tested, 0.35% active; purified ROCK2, Kinase-Glo ATP depletion luminescence;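 active means inhibition above the screen-wide mean inhibition plus 3 SD, cut at about 18% in these data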;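 further: plate controls were DMSO wells for no effect and Y-27632 control wells after no-enzyme background subtraction for full effect; many of its hits are not listed in these tables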
# DUSP1 inh: human dual specificity phosphatase 1 inhibition; 65,000 tested, 0.15% active; AID 374; recombinant MKP-1, OMFP hydrolysis fluorescence; inhibition, %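 (compounds tested at a single concentration somewhere between 10 and 100 µM)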;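 active means inhibition above about 50%, limit read from the data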;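 further: 0% = DMSO max control wells and 100% = wells with enzyme stopped by NaOH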
# MMP13 inh: inhibitors of human MMP13; 65,000 tested, 0.07% active; AID 570; inhibition, % at 4 µM; P45452; MMP-13 fTHP FRET cleavage, Mca fluorescence;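 active means inhibition above the mean of compound-free control plate wells plus 3 SD, cut at about 14% in these data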;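 further: 0% = DMSO wells and 100% = wells with reference MMP-13 inhibitor after basal subtraction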
# Starred values were filed as active, the others as inactive; · = no result given; [ ] = another dose, or the depositor's remark.
SMILES,JNK3 inh,TNAP act mid DEA,PKA kinase inh,HEK293 NFkB inh,Cdc25B block,Jurkat tox 60K,ROCK2 inh,DUSP1 inh,MMP13 inh
CCOc1ccc(S(=O)(=O)N(CC(=O)O)c2ccccc2)cc1,-4,0.9,4,2,-7,8,-3,-4,7
CCCC(=O)c1cc(F)c(N2CCN(C(=O)OCC)CC2)cc1C,-3,1,-3,9,-8,3,-2,9,2
CC(=O)NC1CC2CCCC(C1)N2CC(=O)Nc1ccccc1 (configuration not stated),·,1,6,13,-12,·,·,-2,6
O=C(NCCCNC(=O)NC1CCCCC1)NC1CCCCC1,1,0.9,1,11,-3,1,2,-6,3
COc1cccc(OCC(=O)Nc2ccccc2C(N)=O)c1,26*,0.9,7,-9,-11,-2,6,-5,-3
COc1ccc(NC(=O)c2c(F)c(F)c(F)c(F)c2F)cc1Cl,3,0.8,6,6,-3,1,4,-7,-5
O=C(NCc1cccnc1)c1cn(-c2ccccc2)nc1-c1cccs1,2,0.9,10,8,-13,-4,3,29,-6
O=C(NCCN1CCN(Cc2ccccc2)CC1)C1CC(=O)N(C2CCCC2)C1 (configuration not stated),3,0.9,2,12,-6,-2,1,4,-1
COc1ccc(C(=O)COc2ccc(NC(C)=O)cc2)cc1,-4,0.9,2,23,3,6,2,5,0
Cc1ccc(S(=O)(=O)CCc2nnc(NC(=O)c3ccccn3)s2)cc1,-1,1.1,7,2,-1,10,4,2,0
O=C(OCCCC(=O)N1CCOCC1)c1ccccc1,0,0.8,4,0,5,-11,6,22,-10
CC1=C(/C=C/C(C)=C/C=C/C(C)=C/C(=O)O)C(C)(C)CCC1,9,0.9,6,·,-16,·,6,56*,2
CN(C)C=Nc1nonc1-c1ncn[nH]1,2,0.9,4,4,-3,-6,5,-30,3
Clc1ccc(-c2nnc(-c3ccccc3Cl)o2)cc1,2,1.1,8,-35,-2,-1,5,7,-2
CCOCCCNC(=O)C(c1ccc(C)cc1)N(Cc1ccc2c(c1)OCO2)C(=O)CNC(C)=O (configuration not stated),·,1,-4,14,·,·,·,·,1
Cc1cccc(C(=O)Nc2ncc(CN3CCOCC3)s2)c1,3,0.9,1,10,-9,5,1,24,0
COC(=O)CSc1nnc(-c2ccccc2O)n1-c1ccc(C)cc1,-7,0.9,9,-1,3,1,2,-12,5
Cc1ccc(S(=O)(=O)Nc2nc3ccccc3nc2NCc2ccco2)cc1,5,0.8,14,4,-1,10,12,13,-19
COc1ccc(S(=O)(=O)N(CCc2ccccc2)CC(=O)O)cc1OC,-6,1,6,-1,-6,10,3,14,1
Cc1ccccc1-c1nc(-c2cccnc2)no1,6,1,6,-6,-3,-6,6,-17,1
CCCOc1ccc(N2C(=O)CC(N3CCC(C(=O)OCC)CC3)C2=O)cc1 (configuration not stated),1,0.9,4,13,-10,-4,3,11,-4
O=C1CC(c2ccccc2)n2nc(NC(=O)c3cccnc3)nc2N1 (configuration not stated),3,0.9,6,-3,2,0,4,-16,1
COc1ccc(OCc2nc(N)nc(Nc3cccc(C)c3C)n2)cc1,-6,1,10,22,0,-2,5,-5,2
CCOC(=O)N1CCN(C(=O)CSc2cc(C)nc3c(-c4ccccc4OC)c(C)nn23)CC1,5,0.9,4,13,-11,-7,4,31,0
COC(=O)c1ccc(C2CC(=O)Nc3cc(OC)c(OC)c(OC)c32)cc1 (configuration not stated),-5,0.9,7,13,-18,-3,9,3,6

# Already shown: 7 of the compounds above.
SMILES,JNK3 inh,TNAP act mid DEA,PKA kinase inh,HEK293 NFkB inh,Cdc25B block,Jurkat tox 60K,ROCK2 inh,DUSP1 inh,MMP13 inh
CCOc1ccc(S(=O)(=O)N(CC(=O)O)c2ccccc2)cc1,-4,0.9,4,2,-7,8,-3,-4,7
CCCC(=O)c1cc(F)c(N2CCN(C(=O)OCC)CC2)cc1C,-3,1,-3,9,-8,3,-2,9,2
CC(=O)NC1CC2CCCC(C1)N2CC(=O)Nc1ccccc1 (configuration not stated),·,1,6,13,-12,·,·,-2,6
O=C(NCCCNC(=O)NC1CCCCC1)NC1CCCCC1,1,0.9,1,11,-3,1,2,-6,3
COc1cccc(OCC(=O)Nc2ccccc2C(N)=O)c1,26*,0.9,7,-9,-11,-2,6,-5,-3
COc1ccc(NC(=O)c2c(F)c(F)c(F)c(F)c2F)cc1Cl,3,0.8,6,6,-3,1,4,-7,-5
O=C(NCc1cccnc1)c1cn(-c2ccccc2)nc1-c1cccs1,2,0.9,10,8,-13,-4,3,29,-6

# The list goes on.
SMILES,JNK3 inh,TNAP act mid DEA,PKA kinase inh,HEK293 NFkB inh,Cdc25B block,Jurkat tox 60K,ROCK2 inh,DUSP1 inh,MMP13 inh
O=C(NCc1ccc(F)cc1)c1cccc(S(=O)(=O)N2CCCC2)c1,-5,0.9,8,12,-2,1,0,19,-4
N=C1C(c2ccccc2)=C(O)CN1c1ccccc1N1CCOCC1,·,0.9,0,22,-18,·,·,11,3
Cn1c(N2CCCCC2)nc2c1c(=O)n(Cc1cccc(Br)c1)c(=O)n2C,-2,1,11,14,4,0,-1,-5,3
COc1ccc(C(=O)N2CCCC2)cc1,5,0.9,3,18,-9,5,1,1,3
CC(=O)Nc1cccc(Oc2cc(C#N)c(C#N)cc2N2CCCCCC2)c1,-3,0.9,-6,13,2,-1,-2,9,3
O=C(Nc1ccc(F)cc1)c1cccc2c1C(=O)N(Cc1ccccn1)C2,11,0.8,9,18,-9,2,5,5,-5
COc1cccc(C(=O)Cn2c(=O)n(CC3CCCO3)c(=O)c3ccccc32)c1 (configuration not stated),·,0.9,4,18,10,·,·,19,5
O=S(=O)(N1CCCCC1)N1CCCN(S(=O)(=O)N2CCCCC2)CC1,-3,1,-3,16,-13,6,-2,0,4
COc1ccc(Cl)cc1C(=O)Nc1nnn(C)n1,2,0.9,11,3,15,0,2,-4,7
CCCN1C2CCCC1CC(NC(=O)c1ccc(F)cc1)C2 (configuration not stated),3,0.9,4,7,2,-2,2,1,-1
Cc1cc(C(=O)Nc2c(C)nn(Cc3ccccc3Cl)c2C)no1,-1,0.9,1,-8,-13,3,2,-22,5
CC(NC(=O)c1ccc(Cl)cc1)C(=O)N1CCCCC1 (configuration not stated),0,0.9,9,1,2,0,2,6,-12
Cc1cc(Br)ccc1NC(=O)C1CCCO1 (configuration not stated),-2,0.9,2,8,1,-3,-1,0,-1
O=C(c1cc(-c2ccccc2O)on1)N1CCc2ccccc2C1,4,1,8,9,0,-6,1,2,-9
CCN(C(=O)c1c(-c2ccccc2)noc1C)c1ccccc1,6,0.9,2,8,-4,-4,2,-1,4
O=C(c1ccc(CN2CCOCC2)cc1)N1CCC(Cc2ccccc2)CC1,·,0.9,0,17,-11,·,·,12,1
CCCn1c(SCC(=O)Nc2nnc(C)s2)nnc1-c1ccoc1C,-8,1,2,11,-6,-1,2,-8,-1
O=C1CNC(=O)N1Cc1ccc(Br)cc1,4,1,6,0,-9,-3,6,2,-5
S=c1nc(C2CC2)[nH]c2ccccc12,4,0.8,11,5,-10,-10,8,-2,7
CC(C)NC(=O)NC(=O)COc1cccc2c1OC(C)(C)C2,4,1,19,9,-13,-3,5,3,-1
CCCC(=O)NCCc1nc2ccccc2n1CCC,-4,0.9,-1,21,-7,-8,4,5,2
Cc1cc(NC(=O)CCCC(=O)O)nc(C)n1,1,0.9,4,19,1,3,0,31,7
c1cn(CCCNC2=NCCCCC2)cn1,0,0.9,1,14,-3,1,2,10,-1
NC(=O)CSc1oc(-c2cccs2)nc1S(=O)(=O)c1ccccc1,-3,·,8,23,-8,7,-10,7,5
CCOC(=O)C(CO)(NC(C)=O)C(=O)OCC,8,0.9,4,18,-1,0,4,35,2

# (next part)
SMILES,JNK3 inh,TNAP act mid DEA,PKA kinase inh,HEK293 NFkB inh,Cdc25B block,Jurkat tox 60K,ROCK2 inh,DUSP1 inh,MMP13 inh
Cc1ccc2[nH]c(=O)c(CN(Cc3nnnn3Cc3ccccc3)C3CCCC3)cc2c1,7,1,6,-2,-26,4,-5,23,-10
Cc1c(Cl)c(C(F)(F)F)nn1CC(=O)N1CCSCC1,-7,0.9,5,·,-20,·,9,-18,-3
Cc1c(C(=O)OC(C)CCN(C)C)oc2ccccc12 (configuration not stated),-3,1,12,13,-3,4,-1,-8,2
c1ccc(CSc2nnc(NC3=NCCCCC3)s2)cc1,-1,0.9,-4,-12,2,1,-4,-23,-2
CCCC(=O)Nc1ccccc1N1CCN(C(=O)c2ccccc2)CC1,·,0.9,7,-7,-15,·,·,27,5
COc1ccc2[nH]c(=O)c(CN(C(=O)COc3ccccc3)C(C)C)cc2c1,5,0.9,5,14,5,1,5,20,-12
Cc1ccnc(NS(=O)(=O)c2ccc(NC(=O)Cc3cccs3)cc2)n1,2,0.9,8,-1,-5,-3,8,4,2
Cc1nc(NCC2CCCO2)c2nnn(Cc3ccccc3)c2n1 (configuration not stated),-5,1,-5,-3,2,1,-2,0,1
CN(C(=O)c1ccccn1)c1nnc(-c2ccncc2)s1,4,0.9,7,13,-7,1,3,-12,-57
C(#Cc1ccccc1)CN1CCN(c2ccccn2)CC1,·,1,9,5,-4,·,·,14,-2
CN(C)c1nc(SCCOC(=O)Nc2ccccc2)nc(N(C)C)n1,-2,0.9,6,4,3,4,0,-3,4
O=C(NCc1cccs1)c1csc2c1CCCCC2,0,0.9,9,10,-13,0,6,-8,7
Cc1ccccc1NC(=O)c1nc[nH]c1C(=O)NCc1ccccc1,21*,1,-2,18,4,5,-1,29,0
CS(=O)(=O)N1CCc2cc(S(=O)(=O)N3CCN(Cc4ccc5c(c4)OCO5)CC3)ccc21,-5,0.9,-4,3,-1,-1,-2,-4,1
Cc1ccc(C(=O)Nc2ncc3c(n2)CC(c2ccco2)CC3=O)cc1 (configuration not stated),-8,0.9,2,-8,5,0,-3,-10,2
CCOC(=O)c1ccccc1NC(=O)CSc1nccn1C,·,1,3,13,-10,·,·,4,-1
COc1ccccc1N(CC(=O)Nc1ccccc1C(=O)NC(C)C)S(C)(=O)=O,0,0.9,7,-7,-5,8,3,9,1
O=C(CSc1ncnc2ccccc12)NCc1ccco1,12,0.9,14,16,2,6,5,-1,0
Cc1cc(Nc2ccccc2F)n2ncnc2n1,1,0.8,-11,12,0,-1,-2,-2,2
Cc1onc(-c2c(Cl)cccc2Cl)c1C(=O)N1CCc2ccccc21,-10,0.9,3,0,-2,7,5,4,1
O=C1C2CCC(C(O)C2)N1Cc1ccccc1 (configuration not stated),-4,1,-4,9,2,-9,-2,8,-5
N#Cc1cc2c(=O)n3ccccc3nc2n(CCCn2ccnc2)c1=N,1,0.9,4,14,-20,-5,5,-8,-168[fluorescence artefact?]
COc1ccc(NC(=O)c2ccco2)cc1NC(=O)c1cccnc1,-5,0.9,-1,7,-11,7,0,13,0
CC(C(=O)N(C1CC1)C1(C(=O)Nc2ccccc2)CCCC1)N1C(=O)c2ccccc2C1=O (configuration not stated),3,1,17,12,-5,3,5,4,5
COc1ccc(Nc2oc(COc3cccc(C)c3)nc2C#N)cc1,5,0.9,6,-19,-6,3,8,8,5
COC(=O)CN(c1ccccc1OC)S(=O)(=O)c1ccccc1,0,0.9,11,3,-2,1,9,5,1
COc1ccc(Nc2cc(C(=O)NCCCN3CCN(C)CC3)c3ccccc3n2)cc1OC,-22,0.9,0,7,6,-4,-7,-6,-2
CC(C)CNC(=O)c1cccc(NC(=O)C2CCCO2)c1 (configuration not stated),-2,0.9,-3,8,0,8,-6,-5,-3
COCc1c(C(=O)OCC(=O)N2c3ccccc3CC2C)oc2ccccc12 (configuration not stated),-4,0.9,5,23,1,-1,1,3,2
